Bioassay records as filed in PubChem BioAssay.
ARNT TACC3 PPI – disruptors of human ARNT/TACC3 interaction | Q9Y6A5 | AlphaScreen His-ARNT PAS-B/GST-TACC3 binding, luminescence; TACC3 fragment carries E629A point mutation | inhibition, % at 9.99 µM | 0.66% of 390,000 active;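 active means mean inhibition of replicates at least 50% and at least half of replicates each reaching 50%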;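 further: 0% = complete ARNT plus TACC3 wells and 100% = ARNT alone without TACC3; many hits fall short of the cut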
ERp5 inh – blocks human ERp5 reductase activity on insulin | inhibition, % at 9.99 µM | Q15084 | ERp5 insulin aggregation, absorbance 650 nm, 90 min | 0.05% of 350,000 active | AID 651711;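 active means mean replicate inhibition above about 25%, with every replicate also reaching it, limit read from the data, passing the limit was not always enough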
Target sequence (Q15084 whole entry, looked up): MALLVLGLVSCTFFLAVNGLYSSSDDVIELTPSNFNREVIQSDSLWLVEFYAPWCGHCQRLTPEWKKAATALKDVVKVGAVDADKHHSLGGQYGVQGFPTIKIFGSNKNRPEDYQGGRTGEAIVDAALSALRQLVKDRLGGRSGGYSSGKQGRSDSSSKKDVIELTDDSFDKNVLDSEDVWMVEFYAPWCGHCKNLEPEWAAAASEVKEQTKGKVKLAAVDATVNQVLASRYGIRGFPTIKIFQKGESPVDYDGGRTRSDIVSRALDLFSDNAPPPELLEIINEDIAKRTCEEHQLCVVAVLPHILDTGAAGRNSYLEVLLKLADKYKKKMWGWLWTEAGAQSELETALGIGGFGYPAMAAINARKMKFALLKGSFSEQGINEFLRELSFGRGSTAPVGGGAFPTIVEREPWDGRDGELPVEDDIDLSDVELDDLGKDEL
esBAF inh – SWI/SNF esBAF complex inhibition | mouse ES cells, Bmi1-luciferase knock-in reporter, 24 h; 100% = twice the neutral-well signal | 2% of 350,000 active | reporter increase, % at 12.5 µM; in the data active means activation above about 40%;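 further: 0% = median of the plate's neutral control wells and 100% = double that signal; a rise in the Bmi1 reporter signal indicates esBAF inhibition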
Statin myotox sup – suppression of simvastatin myotoxicity; rescue of ATP level, % at 7.49 µM; C2C12 myotubes + simvastatin, ATP luminescence, 48 h; scaled: DMSO 0, geranylgeraniol control 100; AID 602340; 0.78% of 330,000 active;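 active means mean ATP rescue above about 67%, or every replicate alone reaching that limit, limit read from the data, passing the limit was not always enough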;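 further: myotubes were challenged with 10 µM simvastatin during compound exposure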
SIRT5 block – sirtuin-5 (human) deacylase inhibition. inhibition, % at 15 µM. 1.1% of 330,000 active. Purified SirT5, succinyl-peptide AMC, trypsin-coupled fluorescence. Q9NXA8. AID 652115; in the data active means inhibition above about 15%
Target sequence (Q9NXA8 whole entry, looked up): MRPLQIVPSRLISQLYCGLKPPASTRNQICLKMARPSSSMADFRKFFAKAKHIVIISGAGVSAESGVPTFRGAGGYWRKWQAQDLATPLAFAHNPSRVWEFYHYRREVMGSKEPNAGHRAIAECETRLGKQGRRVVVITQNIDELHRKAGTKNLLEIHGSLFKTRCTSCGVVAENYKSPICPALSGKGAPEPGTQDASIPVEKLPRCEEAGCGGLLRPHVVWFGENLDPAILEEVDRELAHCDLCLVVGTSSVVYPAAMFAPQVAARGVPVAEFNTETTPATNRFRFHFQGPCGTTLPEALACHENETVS
miR-122 sensor – blocks miR-122 activity in Huh7 sensor cells; 0.3% of 340,000 active; Huh7 miR-122 Renilla luciferase sensor, 48 h; neutral wells = 0, positive control = 100; activation (reporter increase), % at 12.5 µM;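 active means mean replicate activation score at least 90 and every replicate individually at or above 90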;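 further: higher luciferase means less miR-122 activity so hits act as miR-122 inhibitors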
Cneo AK release – Cryptococcus neoformans lysis via adenylate kinase release. C. neoformans lysis, adenylate kinase release luminescence, 4 h; normalised: neutral wells 0, clomiphene wells 100. lysis activity, % at 15 µM. 0.2% of 360,000 active. AID 651654;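 active means mean lysis activity across replicates of at least 80%, whatever share of replicates individually reach that level; inactive means mean lysis activity below 80%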
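read-out = cell lysis signal | test system = log-phase Cryptococcus neoformans yeast cells | input = cells at 5 × 10^6 per mL | medium = fresh YPD growth medium | signal = luminescent adenylate kinase detection reagent | timing = 4 h at 37 °C static, read 1 h later | dosing = single dose | controls = Clomiphene as positive lysis control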
An asterisk follows results filed as active; · = not tested or not shown; & = joins results of further samples; [ ] = remark or other dose.

structure,ARNT TACC3 PPI,ERp5 inh,esBAF inh,Statin myotox sup,SIRT5 block,miR-122 sensor,Cneo AK release
COc1ccccc1-n1nc(C(=O)NCc2ccco2)c2ccccc2c1=O,-2,·,-1,-4,·,-1,4
CC(=O)NC(Cc1ccccc1)C(=O)OCC(=O)c1ccccc1 (configuration not stated),-4,·,-3,·,·,·,-5
O=C(O)c1cccc2sc3cc(Cl)ccc3c(=O)c12,-11,3,-8,-2,·,-7,-2
C=C1CCN([C@@H](Cc2ccccc2)C(=O)NC2CCN(Cc3ccccc3)CC2)S(=O)(=O)c2ccccc21,7,-3,-2,6,·,-5,-2
C[C@H](NC(=O)C[C@@H]1C[C@@H]2c3cc(N(C)C)ccc3O[C@@H]2[C@H](CO)O1)c1ccccc1,10,3,-9,0,·,-3[16.7 µM],-4
O=C1CC(c2ccccc2)c2ccccc21 (configuration not stated),-9,-6,0,-4,-3,0,·
COc1ccccc1NC(=O)N(C)C[C@@H]1Oc2ncc(Br)cc2C(=O)N([C@H](C)CO)C[C@H]1C,-21,5,-5,4,-2,-6[16.7 µM],0
Cc1cc(NCc2ccccc2)n2ncc(-c3ccccc3)c2n1,-11,-1,21,-2,-3,·,-21
C[C@H](CO)N1C[C@H](C)[C@@H](CN(C)C(=O)NC2CCCCC2)Oc2ccc(NC(=O)CCC(F)(F)F)cc2CC1=O,-3,1,1,21,-2,5[16.7 µM],18
CC(Oc1ccc(F)cc1)C(=O)Nc1ccc(S(=O)(=O)NC2=NCCCCC2)cc1 (configuration not stated),-3,9,4,-11,1,3,2
COc1cccc(/C=N/c2nc3ccccc3n2C)c1O,14,-2,6,-5,0,·,2
COc1ccc(Cl)cc1NC(=O)CN1CCCCCC1,-1,-1,·,·,-2,·,·
Cn1c(Cc2ccccc2)nnc1SCC(=O)NC1CCCCC1,-6,6,12,7,-3,·,3
Cc1ccc(-c2ccc([C@H]3[C@@H](CO)N4CCCCN(Cc5ccccn5)C[C@H]34)cc2)cc1,12,-4,1,9,-2,2[16.7 µM],1
CCN(CC)CCOC(=O)c1ccc(NC(=O)CNC(=O)c2ccccc2)cc1,0,-3,·,·,0,·,·
Cn1c(CCC(=O)OCC(=O)NCC(F)(F)F)nc(=O)c2ccccc21,-12,10,·,·,-2,·,·
N#Cc1ccc(CSc2nnc3[nH]c(=O)cc(N)n23)cc1,-23,3,·,·,-2,-3,·
Cc1ccccc1Nc1cc(=O)oc2ccccc12,1,·,-1,1,·,3,3
Cc1cccc(NC(=O)c2ccc(C(=O)c3ccccc3)o2)c1,5,0,·,·,-7,·,·
Cc1cc(C=O)c(C)n1-c1ccc(N2CCOCC2)cc1,20,·,0,-2,·,-10,-5
C[C@@H]1CN([C@@H](C)CO)S(=O)(=O)c2ccc(C#C[C@@H](C)O)cc2O[C@@H]1CN(C)Cc1ccccc1,6,-1,-9,-18,14,6[16.7 µM],35
O=C(NCc1ccccc1)c1cccc(S(=O)(=O)N2CCOCC2)c1,-5,·,-12,20,·,4,-11
COc1cccc(CNC(=O)[C@@H]2N[C@@H]3c4ccc(/C=C/c5ccccc5)c(=O)n4C[C@@H]3[C@H]2CO)c1,·,·,8,18,·,3[16.7 µM],·
c1ccc2c(C[C@@H]3CNCCN3CCC34CC5CC(CC(C5)C3)C4)cccc2c1,-8,4,6,13,·,·,11
O[C@H]1C[C@H](c2ccccc2)N(CC2CCCCC2)C[C@@H]1n1cc(C2CC2)nn1,·,-2,12,10,4,-1,8
C[C@@H]1CN([C@@H](C)CO)C(=O)c2cc(NS(=O)(=O)c3cn(C)cn3)ccc2O[C@@H](C)CCCCO[C@H]1CN(C)S(=O)(=O)c1cccs1,1,-3,0,·,-3,0[16.7 µM],-1
COc1cc2c(cc1OC)C(COc1cccc(C(F)(F)F)c1)NCC2 (configuration not stated),1,1,-5,-9,0,-1,1
OCCC1CN(C2CCC2)CCN1Cc1ccc(F)c(F)c1 (configuration not stated),6,1,3,-1,-1,4,0
COc1cccc(OC(=O)c2ccccc2)c1OC(=O)c1ccccc1,10,0,4,-6,·,11,-1
C[C@H](CO)N1C[C@H](C)[C@H](CN(C)C)Oc2cc(-c3ccccc3F)ccc2S1(=O)=O,1,11,-3,20,-2,-2[16.7 µM],4
COc1ccccc1Cc1c(-c2ccc(Cl)cc2)nc2c(C)cc(Br)cn12,·,19,-4,-11,0,19,-1
COc1ccc(NC(=O)CSCC(=O)Nc2ccc(S(=O)(=O)N3CCOCC3)cc2)cc1,1,1,-1,7,1,-7,0
CCn1cc(CNC(=O)C2CCC(=O)N(Cc3ccccc3F)C2)cn1 (configuration not stated),1,-1,-5,10,0,-8,0
COCCNc1nc2c(-c3cccc(C(F)(F)F)c3)nnn2c2ccccc12,-1,7,1,-14,-7,-1,-5
COc1c(Cl)cc(Cl)cc1/C=N/NC(=O)c1nnn(-c2nonc2N)c1CN1CCC(C)CC1,3,-6,-10,6,2,-2,-1
C[C@@H]1CN([C@@H](C)CO)S(=O)(=O)c2ccc(C#C[C@@H](C)O)cc2O[C@H]1CN(C)C(=O)Nc1ccccc1,-2,0,1,-27,-1,1[16.7 µM],-2
COc1ccc(CCNc2oc(COc3ccccc3)nc2C#N)cc1,6,·,11,-12,·,2,-2
O=C(COc1ccc2c3c(c(=O)oc2c1)CCC3)N1CCN(c2ccc(F)cc2)CC1,4,·,-2,8,13,·,2
C=Cc1cccc(NC(=O)COc2ccccc2)c1,-3,·,7,8,·,1,-3
COc1cccc(-c2nc3c(c(SCC(=O)N4CCOCC4)n2)Cc2c(CO)cnc(C)c2O3)c1,7,·,9,-21,·,0,4
CNC[C@H]1OCCCC[C@H](C)Oc2ccc(NS(=O)(=O)c3ccc(C)cc3)cc2C(=O)N([C@@H](C)CO)C[C@@H]1C,·,-5,-13,1,6,-2[16.7 µM],-7
N#CC1=C(N)OC2=C(C(=O)CCC2)C1CCc1ccccc1 (configuration not stated),-4,·,4,-31,·,-1,0
O=C(Nc1cnccn1)c1cccc(C(F)(F)F)c1,-3,·,11,1,·,-6,-1
COc1cccc(NS(=O)(=O)c2ccc3[nH]cc(C(=O)NCCCOC(C)C)c(=O)c3c2)c1,-4,·,-6,14,·,26,0
CCN1C[C@@H]2[C@@H]3C(=O)N(C)C(=O)[C@@H]3[C@](Cc3ccccc3)(C(=O)OC)N2C1=NCc1ccccc1,-3,6,0,18,-3,0,3
Cc1cc(Br)ccc1OCCN1CC(C)OC(C)C1 (configuration not stated),-2,0,·,·,-3,3,·
COc1ccc(NC(=O)COC(=O)CCOc2ccccc2C)cc1Cl,-2,1,·,·,-1,·,·
Cc1cc(C)cc(Nc2ncc3c(n2)CC(c2ccco2)CC3=O)c1 (configuration not stated),-2,·,19,10,·,12,-9
Cc1ccccc1NC(=O)C1(C)Cc2ccccc2C(=O)O1 (configuration not stated),-1,·,-4,-8,·,1,-4
CCCCCCNC(=O)CC(NS(=O)(=O)c1ccc(OC)cc1)C(C)C (configuration not stated),-5,-1,·,·,-3,·,·

Reformatted with each value named: entries from further up.
CNC[C@H]1OCCCC[C@H](C)Oc2ccc(NS(=O)(=O)c3ccc(C)cc3)cc2C(=O)N([C@@H](C)CO)C[C@@H]1C
  ARNT TACC3 PPI: ·
  ERp5 inh: -5
  esBAF inh: -13
  Statin myotox sup: 1
  SIRT5 block: 6
  miR-122 sensor: -2[16.7 µM]
  Cneo AK release: -7

N#CC1=C(N)OC2=C(C(=O)CCC2)C1CCc1ccccc1 (configuration not stated)
  ARNT TACC3 PPI: -4
  ERp5 inh: ·
  esBAF inh: 4
  Statin myotox sup: -31
  SIRT5 block: ·
  miR-122 sensor: -1
  Cneo AK release: 0

O=C(Nc1cnccn1)c1cccc(C(F)(F)F)c1
  ARNT TACC3 PPI: -3
  ERp5 inh: ·
  esBAF inh: 11
  Statin myotox sup: 1
  SIRT5 block: ·
  miR-122 sensor: -6
  Cneo AK release: -1

COc1cccc(NS(=O)(=O)c2ccc3[nH]cc(C(=O)NCCCOC(C)C)c(=O)c3c2)c1
  ARNT TACC3 PPI: -4
  ERp5 inh: ·
  esBAF inh: -6
  Statin myotox sup: 14
  SIRT5 block: ·
  miR-122 sensor: 26
  Cneo AK release: 0

Continued.
structure,ARNT TACC3 PPI,ERp5 inh,esBAF inh,Statin myotox sup,SIRT5 block,miR-122 sensor,Cneo AK release
O=C(C[C@H]1C[C@H]2c3cc(NC(=O)C4CCC4)ccc3O[C@H]2[C@H](CO)O1)NCCN1CCCCC1,2,8,4,-1,35*,6[16.7 µM],3
C[C@@H]1CN([C@@H](C)CO)C(=O)c2cc(NS(C)(=O)=O)ccc2O[C@@H]1CN(C)C(=O)Nc1ccc2c(c1)OCO2,·,1,4,2,-3,4[16.7 µM],3
COc1ccc(C)cc1NC(=O)c1ccc(NS(=O)(=O)c2cccc3cccnc23)cc1,4,4,·,·,0,4,1
COC(=O)C1=CN(C2CC2)C=C(C(=O)OC)C1c1ccc(C(F)(F)F)cc1,-12,0,·,·,-1,·,·
COc1ccc(/C=C(\NC(=O)c2ccccc2)C(=O)NCc2ccco2)cc1,4,2,-12,7,1,8,0
COc1ccc(-n2c(SCC(=O)NCc3cccs3)nc3[nH]ncc3c2=O)cc1,4,-6,·,·,2,·,·
C[C@H]1CN([C@@H](C)CO)C(=O)c2cc(C3=CCCCC3)cnc2O[C@@H]1CN(C)C(=O)c1ccc(F)cc1,-1,4,9,9,1,1[16.7 µM],0
O=C(C[C@@H]1C[C@@H]2c3cc(NC(=O)C4CCC4)ccc3O[C@@H]2[C@@H](CO)O1)NCc1cc(F)ccc1F,-12,-2,3,-9,·,-2[16.7 µM],0
CC(C)(C)OC(=O)N1CCN(C(=O)c2ncn3c2c(=O)[nH]c2ccccc23)CC1,·,3,0,14,-9,4,1
CO[C@H]1CN(C)C(=O)c2cc(NC(=O)c3ccccc3)ccc2OC[C@H](C)NC[C@@H]1C,11,-1&6,-1,32,-2&3,-4[16.7 µM],42
Cc1ccc2sc(NC(=O)CN3C(=O)CCC3=O)nc2c1C,·,2,-8,1,0,1,-2
NC(=O)c1ncc(C(F)(F)F)cc1Oc1cccc(F)c1,0,·,7,10,·,2,0
C[C@H]1CCCCO[C@H](CN(C)S(=O)(=O)c2cn(C)cn2)[C@@H](C)CN([C@@H](C)CO)C(=O)c2cc(NC(=O)CCC(F)(F)F)ccc2O1,2,5,0,33,-2,7[16.7 µM],-1
O=S(=O)(c1ccccc1F)N1CCCCN2[C@H](C1)[C@H](c1ccc(-c3ccccc3)cc1)[C@@H]2CO,1,-6,·,·,1,0[16.7 µM],-1
COc1ccc(CN(C)C[C@@H]2Oc3c(NC(=O)Nc4c(C)noc4C)cccc3C(=O)N([C@H](C)CO)C[C@H]2C)cc1,-7,-4,-3,-3,-3,0[16.7 µM],-1
Cc1ccc(C(=O)NCC(=O)OCn2nnc3ccccc3c2=O)cc1,·,1,-6,6,-1,·,-1
C[C@H](CO)N1C[C@H](C)[C@H](CN(C)S(C)(=O)=O)Oc2ccc(NC(=O)c3ccncc3)cc2C1=O,-15,1,-6,-18,-1,-2[16.7 µM],2
Clc1ccc(-c2nnc3c4ccccc4nc(N4CCOCC4)n23)cc1Cl,0,·,15,-4,·,7,7
N#CCCn1cc(/C=C2\NC(=S)N(c3ccccc3)C2=O)c(-c2ccc(F)cc2)n1,29,-5,-3,5,3,-2,2
C[C@@H]1CN([C@@H](C)CO)C(=O)c2cccc(NC(=O)Nc3ccc(C(F)(F)F)cc3)c2O[C@H]1CN(C)C(=O)NC1CCCCC1,-11,1,1,-39,101*,-11[16.7 µM],-1
CCC(=O)N[C@@H]1CC[C@@H](CC(=O)NCc2cc(F)cc(F)c2)O[C@@H]1CO,7,-4,0,13,3,4[16.7 µM],2
Cc1ccccc1NC(=O)CCN1CCN(C)CC1,-2,-6,-5,-7,-10,21,-1
CCc1nnc(NC(=O)C23CC4CC(CC(C4)C2)C3)s1,17,1,56*,2,0,2,8
CC(C)CC#Cc1ccc([C@H]2[C@@H](CO)N3CCCCN(C(=O)c4ccc5c(c4)OCO5)C[C@@H]23)cc1,9,2,·,·,7,2[16.7 µM],-1
O=C(Nc1cnc2ccccc2c1)N1CCOCC1,-2,·,·,·,·,-11,0
